High-throughput results from PubChem BioAssay.
AMA1 RON2 block: inhibitors of Plasmodium falciparum AMA1-RON2 interaction | AID 720542 | Potency, µM (highest dose often 58.2 µM), for the others: at the top dose activity change, negative = inhibition, usual class: inhibitors | 360,000 compounds, 0.2% hits | AlphaScreen AMA1-biotinylated RON2 peptide binding;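 also: potency is read from the fitted curve at half-maximal effect; 0% = vehicle wells and -100% = peptide control; nearly all actives have a fitted effect of over 45% in size; some results filed as inactive show a strong effect at the top dose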
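AMA1 (3D7) with his tag at 25 nM final met compounds first, then biotinylated RON2 peptide at 25 nM; detection used donor plus acceptor beads, 10 µg/mL apiece, read by AlphaScreen after 30 min at room temperature.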
AmpC detergent: blocks E. coli AmpC beta-lactamase in detergent assay | AID 485294 | 370,000 compounds, 0.041% hits | P00811 | Potency, µM (series often up to 114 µM), inactives show at the highest dose activity change, negative = inhibition, hits mostly inhibitors | AmpC hydrolysis of nitrocefin, absorbance 480 nm, 0.01% Triton;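 also: potency is read from the fitted curve at half-maximal effect; 0% = no-compound wells and -100% = no-enzyme wells; nearly all actives have a fitted effect of over 25% in size; some results filed as inactive show a strong effect at the top dose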
Target sequence (P00811 whole entry, looked up): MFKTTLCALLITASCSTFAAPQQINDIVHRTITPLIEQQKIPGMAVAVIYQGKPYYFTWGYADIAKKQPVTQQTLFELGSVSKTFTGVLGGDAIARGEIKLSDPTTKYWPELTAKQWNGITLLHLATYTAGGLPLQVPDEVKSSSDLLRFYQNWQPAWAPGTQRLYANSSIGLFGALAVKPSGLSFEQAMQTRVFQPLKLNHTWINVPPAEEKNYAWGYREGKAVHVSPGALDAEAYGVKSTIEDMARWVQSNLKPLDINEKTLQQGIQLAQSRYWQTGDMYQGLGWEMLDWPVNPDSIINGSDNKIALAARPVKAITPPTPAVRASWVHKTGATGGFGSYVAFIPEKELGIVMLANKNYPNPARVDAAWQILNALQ
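20 mM phosphate pH 7.0 + 0.01% (detergent screen) or 0.0001% Triton X-100; 5.3 nM AmpC reagent; cpd preinc 15 min RT; nitrocefin (800 uM stock) to start; A480 q20 s × 4 min; Activity was normalised to no-enzyme and no-compound control wells.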
AmpC no deterg: blocks E. coli AmpC beta-lactamase in detergent-free assay | AID 485341 | 330,000 compounds, 0.52% hits | AmpC nitrocefin hydrolysis, absorbance 480 nm, 0.0001% Triton | Potency, µM (titrated, usually from 57.1 µM), inactives show at the top dose activity change, negative = inhibition, actives largely listed as inhibitors;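 also: potency is read from the fitted curve at half-maximal effect; plate controls were no compound for no effect and no enzyme for full effect; nearly all actives have a fitted effect of over 20% in size; some results filed as inactive show a strong effect at the top dose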
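20 mM phosphate pH 7.0 + 0.01% (detergent screen) or 0.0001% Triton X-100; 5.3 nM AmpC reagent; cpd preinc 15 min RT; nitrocefin (800 uM stock) to start; A480 q20 s × 4 min; Activity was normalised to no-enzyme and no-compound control wells.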
Shiga inhibitor: Shiga toxin inhibition; AID 2315; 290,000 compounds, 9.2% hits; inhibition, % at 38.7 µM; Vero cells, Shiga toxin protein synthesis inhibition reporter; in the data active = inhibition mostly above about 28%, no sharp cut-off; inactive = mostly below about 43%; also: 0% is about no effect
FBPA Giardia inh: blocks Giardia fructose-bisphosphate aldolase activity; A8B2U2; purified Giardia FBPA; Potency, µM (series often up to 59.6 µM), for inactives: top-dose activity, negative = inhibition, usual class: inhibitors; 290,000 compounds, 0.71% hits; AID 2451; also: potency is read from the fitted curve at half-maximal effect; % is scaled to controls: 0 for no effect and ±100 for the full control effect; nearly all actives have a fitted effect of over 55% in size
Target sequence (A8B2U2 whole entry, looked up): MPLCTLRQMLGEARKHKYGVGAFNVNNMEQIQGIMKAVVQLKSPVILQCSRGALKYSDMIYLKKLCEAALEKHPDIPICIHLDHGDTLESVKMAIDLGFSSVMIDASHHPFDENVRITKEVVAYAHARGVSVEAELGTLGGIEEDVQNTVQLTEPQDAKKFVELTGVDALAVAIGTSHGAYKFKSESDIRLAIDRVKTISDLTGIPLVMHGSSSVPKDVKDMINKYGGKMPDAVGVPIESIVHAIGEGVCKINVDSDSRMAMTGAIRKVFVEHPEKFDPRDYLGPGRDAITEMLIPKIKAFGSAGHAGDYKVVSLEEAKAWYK
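40 nM FBPA preincubated 10 min at RT with compound (up to 57.5 uM final), then substrate plus GAPDH/TPI/NAD/arsenate coupling and diaphorase/resazurin added. Fluorescence read after 20 min at RT, 525/598 nm.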
HCMV inh: inhibitors of human cytomegalovirus; HFF cells, HCMV-luciferase reporter, 72 h; active compounds read low; 410,000 compounds, 4.5% hits; AID 1259415; activity change, negative = inhibition, % at 57.5 µM; in the data active = activity change below about -60%; inconclusive = no clear call, values can overlap the other calls; inactive = above about -39%; also: % is scaled to controls: 0 for no effect and ±100 for the full control effect
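Luciferase read-out from HCMV-luciferase-infected HFFs (MOI 1 PFU/cell) 72 h post infection at 37C; compounds added after 16 h cell attachment; activity normalized between buffer-only basal and Salinomycin (10uM) inhibitor controls.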
CHX counter: affects cycloheximide protein synthesis inhibition readout, counter-screen | cell reporter, cycloheximide protein synthesis inhibition counterscreen | max response, % | 300,000 compounds, 12% hits; in the data active = max response mostly above about 13%, no sharp cut-off; inactive = mostly below about 14%; also: read at 38.3 µM for the half of the compounds with a filed dose; 0% is about no effect
Active calls of the source: *; ? = inconclusive; . = not tested or not shown; & = joins results of further samples; [ ] = dose if it differs, or a comment. Unless noted, calls follow the shape of the dose curve; as a rule, active = well fitted curve in the direction sought with a large enough effect; inconclusive = small, poorly fitted or top-dose-only effect, or another doubt; inactive = no such curve, though single readings can be large; an effect the other way counts as inactive or inconclusive.

#	compound	Shiga inhibitor	AmpC no deterg	FBPA Giardia inh	AMA1 RON2 block	AmpC detergent	HCMV inh	CHX counter
1	COc1cccc(CNC(=O)CCNS(=O)(=O)c2ccc3c(c2)CC(C)N3C(C)=O)c1 (stereo not given)	10.1	5.4%	-5.3%	-1.3%	2.6%	-36.6	8.1
2	Cc1cccc(NC(=O)Cn2c(=O)oc3ccccc32)c1C	-14.2	-13.8%	6.8%	4.2%	-1.0%	-37.3	-3.1
3	CCOC(=O)c1cc2ccc(OC(=O)c3ccco3)cc2oc1=O	-7.3	-6.4%	4.8%	3.6%	-5.8%	33.7	-3.0
4	Cc1cc(Nc2ccc(Br)cc2F)n2nc(C)nc2n1	21.4	0.1%	1.5%	38.7%[activator]	1.3%	-19.3	-1.7
5	COc1ccc(C)cc1NC(=O)C(=O)N/N=C(\C)CC(=O)Nc1cccnc1	-10.1	-40.8%	5.3%	31.8%[activator]	-0.7%	13.9	-0.9
6	Cc1ccc(-n2c(C)cc(C(=O)CSc3nncs3)c2C)cc1	105.1*	-37.1%	-4.2%	-6.9%	-7.9%	-70.5*	45.4*
7	Cc1c(OC(=O)N(C)C)ccc2c1O/C(=C\c1ccco1)C2=O	90.8*	20.9%	7.2%	-5.6%	4.7%	50.1	47.4*
8	COc1cc(/C=N/NC(=O)c2ccncc2)c([N+](=O)[O-])cc1OC	-2.9	-13.5%	3.8%	-5.8%	-0.3%	2.7	-5.3
9	COc1ccc(CNC(=O)CCS(=O)(=O)c2ccc3c(c2)oc(=O)n3C)cc1	-1.5	-3.1%	.	5.8%	2.6%&2.1%	-17.3&-2.7	-10.3
10	Cc1cc(C)n(-c2nc(SCC(=O)Nc3nccs3)c3c4c(sc3n2)COC(C)(C)C4)n1	37.2	4.7%	9.1%	-6.3%	5.0%	-16.3	8.2
11	Cc1nc(N)sc1-c1csc(Nc2ccccn2)n1	122.2*	-41.3%	?	27.6%	-13.3%	9.1	33.9*
12	CCOc1cc(S(=O)(=O)N2CCCC2)c(C)cc1C	28.3	13.3%	-0.5%	5.7%	4.3%	-11.8	-1.5
13	Cc1cc(C)c2nc(Nc3nc(-c4ccccc4)cc(=O)[nH]3)nc(C)c2c1	-1.7	28.7%	-2.3%	-6.2%	3.7%	-9.2	9.6
14	CC[C@]12c3[nH]c4cc(-c5ccco5)ccc4c3CCN1C(=O)[C@@H](CC(=O)NCC13CC4CC(CC(C4)C1)C3)C[C@@H]2C(=O)N1CCN(C(=O)C2CC2)CC1	.	-7.7%	.	-14.6%	.	?	.
15	O=S(=O)(Nc1cc(Cl)ccc1N1CCOCC1)c1ccccc1Cl	.	-11.9%	.	-7.3%	10.0%	?	.
16	O=C(N/N=C/c1coc2ccccc2c1=O)c1cc(Br)ccc1O	-0.8	22.5%	?	16.1%	1.7%	-10.9	-1.6
17	CCN(CC)C(=O)c1cc(C(C)(C)C)c(O)c(C(C)(C)C)c1	-6.6	20.2%	-1.3%	3.4%	1.5%	-17.9	-3.6
18	COc1ccc(-c2cc(C(=O)OC3CCOC3=O)c3ccccc3n2)cc1OC (stereo not given)	-10.7	125.7%[activator]	-0.1%	21.7%	?	35.9	2.0
19	Cc1noc(C)c1CSCC(=O)Nc1cccc(C(F)(F)F)c1	.	-17.3%	.	-8.0%	.	-17.8	.
20	Brc1ccc(CN2CC[C@H]3C=CCc4cccc(c43)C2)cc1	.	-25.2%	.	-17.9%	2.9%	6.7	.
21	CCOC(=O)c1c(C)[nH]c(C(=O)OCC(=O)N2CCN(S(=O)(=O)c3ccc(C)cc3C)CC2)c1C	.	75.2%[activator]	.	3.9%	1.3%	-29.0	.
22	C/C(=N\Nc1ccccn1)c1ccc(C#N)cc1	43.5*	-18.4%[11.4 µM]	-7.3%	-1.1%	-10.4%	-22.9	24.7*
23	CC(OC(=O)c1cccc(-n2cnnn2)c1)C(=O)NC1(C#N)CCCCC1 (stereo not given)	.	-3.4%	.	-4.7%	0.7%	-10.8	.
24	O=C(O)CCCCCCCCCC[n+]1ccccc1	2.3	8.6%	7.4%	-0.8%	2.6%	0.0	-2.8
25	Clc1ccccc1/C=N/c1cc(-c2ccccc2)nn1-c1ccccc1	51.6*	-31.6%	-0.4%	2.6%	-9.4%	41.2	32.9*
26	Cc1ccc(S(=O)(=O)n2ccc(-c3cccc(OCc4c(F)cccc4Cl)c3)n2)cc1	33.0	-23.3%	0.3%	9.4%	-8.3%	17.3	-1.8
27	COc1ccc(NC(=O)COc2ccc(/C=C/c3cc[n+](C)cc3)cc2OC)cc1	-2.7	14.6%	8.2%	0.2%	-0.7%	-12.0	-2.4
28	O=C(O)c1cc2nc(-c3ccc(F)cc3)cc(C(F)(F)F)n2n1	-12.0	.	-6.9%	-2.1%	3.2%	48.3	-1.3
29	Cc1cnc(NC(=O)C2CCCC2)s1	28.6	-4.8%	4.3%	5.2%	-5.6%	?	23.2*
30	CC(=O)Nc1ccc(N2CCN(C(C)=O)CC2)cc1	19.7	-3.7%	-0.8%	-7.5%	2.2%	-10.4	2.6

New compounds follow.
#	compound	Shiga inhibitor	AmpC no deterg	FBPA Giardia inh	AMA1 RON2 block	AmpC detergent	HCMV inh	CHX counter
31	Cc1ccc(F)c(C2C3C=CCC(c4cccc(-c5ccc(N(C)C)cc5)c4)C3C(=O)N2Cc2ccccc2)c1 (stereo not given)	-6.5	-19.1%	2.2%	?	2.4%	-22.8	-0.9
32	CCOc1ccc(-c2cccc(NS(=O)(=O)c3cc([N+](=O)[O-])ccc3Cl)c2)nn1	.	-35.9%	.	-4.2%	-16.3%	?	.
33	COC(=O)c1ccccc1NC(=O)CCc1ccccc1	-9.6	-15.8%	-8.1%	-7.8%	?	7.9	-0.4
34	COc1ccccc1C(CNC(=S)NCc1ccccc1)N1CCCC1 (stereo not given)	-14.9	-16.9%	1.8%	-1.3%	3.7%	-71.6*	-5.5
35	COC(=O)CCCC1=CC2=C(c3ccccc3)C(=O)C(C)(OC(=O)C3CCCC3)C(=O)C2=CN1Cc1ccc(OC)cc1 (stereo not given)	21.1	86.1%[activator]	?	-24.4%	0.8%	5.7	-0.6
36	O=C(Cn1nc(C(F)(F)F)cc1C1CC1)NCc1ccccc1F	-3.5	-10.1%	-1.6%	-2.8%	?	-68.6*	0.5
37	CC1(c2ccc([N+](=O)[O-])cc2)NC(=O)N(CC(=O)Nc2ccc(N3CCCCC3)cc2)C1=O (stereo not given)	.	14.7%	.	?	-16.0%	-20.5	.
38	Cn1cc(NC(=O)c2cc(NC(=O)c3cc(NC=O)cn3C)cn2C)cc1C(=O)NCCC(=N)N	-3.3	-6.5%	?	.	-0.5%	.	-5.1
39	O=C(Nc1ccccc1C(=O)Nc1ccc(F)cc1)c1ccco1	39.7	-21.8%	.	3.4%	0.1%	-9.7	10.8
40	O=c1[nH]nc(SCc2ccccc2)c(=O)[nH]1	-15.1	-7.5%	-5.4%	-1.7%	1.9%	-23.5	1.1
41	COc1cc(C2c3c(n[nH]c3C)C(=O)N2c2ccc(C)cc2)ccc1O (stereo not given)	-4.5	-13.8%	3.2%	1.0%	-17.1%	?	0.9
42	O=c1ccc2ccc(O[C@@H]3O[C@H](CO[C@@H]4OC[C@](O)(CO)[C@H]4O)[C@@H](O)[C@H](O)[C@H]3O)cc2o1	.	1.9%	.	-0.6%	7.1%	11.6	.
43	COc1ccc(N2CCN(S(=O)(=O)c3cn(C)cn3)CC2)cc1	9.3	-20.3%	9.5%	3.5%	-5.4%	-33.2	-2.8
44	CC(C)c1nc(SCC(=O)NCC2CCCO2)c2c(=O)n(C)c(=O)n(C)c2n1 (stereo not given)	-5.6	-9.3%	0.5%	2.0%	-6.5%	-33.1	-3.5
45	COc1ccc(Cl)cc1NC(=O)CNc1ccccc1N1CCOCC1	2.4	-27.0%	-0.8%	-0.9%	7.7%	-28.6	6.3
46	CCOC(=O)Cc1nnc(NC(=O)c2ccccc2OCC)s1	-2.4	35.2%	0.7%	13.8%	-0.8%	-3.0	-5.3
47	O=C(Nc1cc(C(F)(F)F)ccc1N1CCOCC1)C1CC1	.	-5.7%	.	3.7%	-7.7%	0.0	.
48	Cc1ccc(C)c(NC(=O)CS(=O)(=O)c2cccc3nsnc23)c1	-12.4	-12.0%	-0.1%	0.0%	-14.4%	4.1	9.6
49	CS(=O)(=O)c1nc(S(=O)(=O)c2ccc(Cl)cc2)c(N2CCC3(CC2)OCCO3)s1	4.7	51.9%	.	-6.3%	-0.2%	?	-1.5
50	Cc1c(C)c2ccc(OCC(=O)NCCCn3ccnc3)c(C)c2oc1=O	-2.4	-6.3%	.	-1.0%	-7.9%	-13.7	5.8
51	Cc1cccc(C)c1OCc1nnc(SCC(=O)Nc2cccc(C(=O)N3CCOCC3)c2)n1C	31.4	35.7%	0.0%	-5.4%	-0.8%	-24.1	-4.5
52	COc1ccccc1N(C)S(=O)(=O)c1ccc(Cl)c(C(=O)NCc2cccnc2)c1	.	-4.3%	.	9.9%	0.0%	-29.2	.
53	O=C(CC(C(=O)O)c1ccccc1)Nc1ccccc1 (stereo not given)	-2.1	-14.1%	6.9%	-7.6%[11.6 µM]	-7.6%	46.5	-2.7
54	CC(=O)N(C(C)=O)N1C(=O)c2cccc3c(N4CCOCC4)ccc(c23)C1=O	18.0	-3.8%[11.4 µM]	0.7%	6.9%	-13.5%	106.1	-2.3
55	COC(=O)c1cc(Cl)c(NC(=O)c2ccco2)cc1OC	29.6	.	4.0%	0.0%	0.1%	23.8	3.3
56	CSc1ncccc1C(=O)OCC(=O)c1ccc(Br)s1	22.2	-18.5%[11.4 µM]	-1.8%	2.5%	?	?	3.7
57	CN(C)/C=C/C(=O)c1ccc2noc(-c3ccc(F)cc3)c2c1	2.7	-13.7%	-9.8%	-10.8%	0.1%	-30.2	19.9
58	COc1ccc(N2CCN(C(=O)[C@@H](NC(=O)c3cc(OC)cc(OC)c3)C(C)C)CC2)cc1	2.7	17.7%	6.6%	5.3%	-4.5%	-3.0	-0.7
